ERp5 inh: blocks human ERp5 reductase activity on insulin; AID 651711; inhibition, % at 9.99 µM; 350,000 tested, 0.05% active; ERp5 insulin aggregation, absorbance 650 nm, 90 min; Q15084;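 active = mean replicate inhibition above about 25%, with every replicate also reaching it, limit read from the data, passing the limit was not always enough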
S100A4 inh HTS: inhibitors of human S100A4 binding to myosin IIA peptide. S100A4/TAMRA-MyoIIA peptide fluorescence polarization. inhibition, % at 10.7 µM. P26447. 360,000 tested, 0.14% active;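 active = mean inhibition of at least 70% across replicates, with every replicate also reaching that level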
Target sequence (P26447 whole entry, looked up): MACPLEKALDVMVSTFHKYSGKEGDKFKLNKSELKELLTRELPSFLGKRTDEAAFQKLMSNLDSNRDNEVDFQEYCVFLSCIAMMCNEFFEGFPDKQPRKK
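Test system: S100A4 monomer protein; Medium: HEPES pH 7.2 with CaCl2, KCl, NaCl, DTT, Triton; Probe or stimulus: TAMRA-labelled myosin IIA heavy-chain peptide probe, 5 nM; Doses: one dose per compound; Times: polarization read 5 min after assay mix addition, stable 5–60 min; Benchmarks: neutral control DMSO, positive control TFP.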
ERAP1 HTS inh: inhibitors of human ERAP1 aminopeptidase. 340,000 tested, 0.15% active. inhibition, % at 10.7 µM. recombinant ERAP1, Leu-AMC fluorescence, 60 min;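 active = mean replicate inhibition of at least 30%, or all replicates individually reaching that 30% level; inactive = mean below 30% and not every replicate reaching it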;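 note: 0% = neutral control wells and 100% = L-leucinethiol positive control wells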
E-selectin induc: induces E-selectin expression in human endothelial cells; AID 686992; HUVEC E-selectin immunofluorescence imaging; normalized: neutral wells 0, TNF-alpha wells 100; P16581; activation, % at 7.58 µM; 260,000 tested, 0.37% active;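 active = mean E-selectin-positive cell signal at least 10% of the positive control, reached in at least 60% of replicates, without over 20% cell loss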;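 note: in these data hits start at about 27%; measured in HUVEC primary endothelial cells; signal is the percent of cells scored E-selectin positive by PE staining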
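Test system – human umbilical vein endothelial cells (HUVEC), E-selectin induction · Input – 3,000 HUVEC seeded per well · Buffer or medium – EGM-2, gelatin · Compound dosing – single-point compound dose · Detection – immunofluorescence imaging · Measure – percent E-selectin-positive cells · Controls – TNF-alpha high, DMSO low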
RAD52 anneal inh: inhibitors of human RAD52 DNA annealing; recombinant RAD52 DNA annealing, FRET fluorescence; AID 651710; 360,000 tested, 0.46% active; inhibition, % at 18.7 µM;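 active = every replicate showing at least 50% inhibition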
XiGFP reactiv: reactivates the inactive X chromosome in mouse fibroblasts | activation, % at 7.58 µM | 360,000 tested, 0.055% active | AID 743238 | XiGFP mouse fibroblasts, % GFP-positive cells imaging, 3 d; cells co-treated with 5-aza-dC sensitizer; scaled so ellipticine positive control = 100%;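 active = mean normalized replicate activation at least 10% and every replicate at or above 10%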;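 note: 0% = median of on-plate neutral control wells and 100% = ellipticine 6 µM median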
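Assay system – SV40-immortalized XiGFP fibroblast cells, line 68-5-11 · Buffer or medium – DMEM supplemented with 5-aza-dC as sensitizing agent · Dosing – one concentration, pinned · Benchmarks – positive control ellipticine, 6 µM final · Times – 3 days compound exposure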
RAD54 branch: RAD54 (human) branch migration inhibition; RAD54 Holliday junction branch migration, FAM/BHQ fluorescence; AID 602329; inhibition, % at 10.4 µM; 360,000 tested, 0.14% active;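 active = mean normalized replicate activity at least 40 and at least half of replicates scoring 40 or more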;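 note: 0% = median of neutral control wells and 100% = median of positive control wells; inhibitors cause a drop in the FAM fluorescence signal; in these data hits start at about 50%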
Target sequence (Q92698 whole entry, looked up): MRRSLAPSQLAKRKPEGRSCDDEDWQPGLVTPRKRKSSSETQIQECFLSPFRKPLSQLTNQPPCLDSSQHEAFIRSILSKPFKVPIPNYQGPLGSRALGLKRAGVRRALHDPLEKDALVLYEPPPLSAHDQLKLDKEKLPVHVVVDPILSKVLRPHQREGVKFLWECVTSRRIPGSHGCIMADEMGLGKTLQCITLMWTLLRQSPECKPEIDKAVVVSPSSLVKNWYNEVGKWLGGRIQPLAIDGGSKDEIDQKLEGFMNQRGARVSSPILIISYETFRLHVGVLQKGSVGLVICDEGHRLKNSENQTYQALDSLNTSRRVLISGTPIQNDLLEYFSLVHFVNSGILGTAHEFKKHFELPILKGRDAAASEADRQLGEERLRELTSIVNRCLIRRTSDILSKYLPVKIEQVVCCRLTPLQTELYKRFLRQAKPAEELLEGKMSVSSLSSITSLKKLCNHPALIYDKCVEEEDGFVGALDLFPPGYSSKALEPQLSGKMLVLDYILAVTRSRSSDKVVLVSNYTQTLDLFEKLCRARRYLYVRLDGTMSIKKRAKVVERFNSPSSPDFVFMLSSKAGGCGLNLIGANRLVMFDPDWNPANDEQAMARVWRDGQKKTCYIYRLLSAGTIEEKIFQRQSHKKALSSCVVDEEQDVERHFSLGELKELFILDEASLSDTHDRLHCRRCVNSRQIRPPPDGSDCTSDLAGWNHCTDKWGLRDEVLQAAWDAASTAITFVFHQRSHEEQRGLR
esBAF inh: SWI/SNF esBAF complex inhibition. mouse ES cells, Bmi1-luciferase knock-in reporter, 24 h; 100% = twice the neutral-well signal. reporter increase, % at 12.5 µM. 350,000 tested, 2% active. AID 602393; in the data active = activation above about 40%;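 note: 0% = median of the plate's neutral control wells and 100% = double that signal; a rise in the Bmi1 reporter signal indicates esBAF inhibition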
An asterisk follows results filed as active; · = no result given.

SMILES	ERp5 inh	S100A4 inh HTS	ERAP1 HTS inh	E-selectin induc	RAD52 anneal inh	XiGFP reactiv	RAD54 branch	esBAF inh
C[C@H]1CN([C@@H](C)CO)S(=O)(=O)c2ccc(-c3ccc(F)cc3)cc2O[C@H]1CN(C)Cc1ccccc1C(=O)O	17	-7	-1	2.6	-5	0.0	3	0
O=C(Nc1ccc(F)cc1)NC1CCCc2ccccc21 (configuration not stated)	-1	-3	0	·	-13	0.3	3	·
N#Cc1cccc(-c2ccc(C3[C@@H]4CN(Cc5cocn5)C[C@H]3N4)cc2)c1 (some centres not stated)	1	-4	2	0.2	65*	0.0	·	·
CC1CN(c2ccc(NC(=O)c3ccco3)cc2C(=O)O)CC(C)O1 (configuration not stated)	-1	0	-1	2.8	-1	-0.1	·	4
CO[C@H]1CN(C)C(=O)c2cc(NC(=O)C3CCCC3)ccc2OC[C@@H](C)N(CCC(F)(F)F)C[C@@H]1C	-2	1	3	-0.1	24	-0.1	-11	-2
CN1c2ccc(Br)cc2[C@H]2[C@H](CCN2C(=O)Cc2cccnc2)[C@H]1CO	1	21	0	-0.2	2	0.5	3	-2
Cc1ccccc1N(C(=O)c1snc(C(N)=O)c1N)C(C(=O)NCC1CCCO1)c1ccc(F)cc1 (configuration not stated)	-1	-7	-11	0.1	-6	0.1	·	-7
CCOc1ccc(CCNC(=O)Cn2cccc2C(=O)c2ccccc2C)cc1OCC	0	-3	2	·	-10	-0.1	18	·
Cc1ccc(CNC(=O)C2CCC(CNc3c(N4CCOCC4)c(=O)c3=O)CC2)cc1 (configuration not stated)	9	1	-5	0.2	-9	-0.1	2	-9
COc1ccccc1CNC(=O)CCS(=O)(=O)Cc1ccc(C)cc1	-6	-1	4	-0.1	-14	0.2	-10	7
Cc1noc(C)c1NC(=O)Nc1ccc2c(c1)C(=O)N([C@H](C)CO)C[C@@H](C)[C@@H](CN(C)S(C)(=O)=O)O2	-3	-22	-1	-8.3	-4	0.3	-3	-5
O=C(Nc1ccc(Cl)cc1)c1ccc(S(=O)(=O)N2CCOCC2)cc1	1	2	-6	0.0	-14	-0.1	0	14
COC(=O)C[C@@H]1CC[C@@H]2[C@H](COC[C@@H](O)CN2C(=O)Nc2cccc(F)c2)O1	-2	-3	1	0.2	-2	0.1	10	31
Cc1ccc(S(=O)(=O)Nc2ccc3c(c2)CC(=O)N([C@H](C)CO)C[C@H](C)[C@H](CN(C)Cc2ccc(Oc4ccccc4)cc2)O3)cc1	1	6	-3	-0.2	-8	-0.6	-8	1
C[C@@H]1CN([C@H](C)CO)S(=O)(=O)c2ccc(-c3cccnc3)cc2O[C@H]1CN(C)Cc1ccccn1	6	-4	4	0.2	8	0.4	-12	10
O=C(NCc1ccccc1)c1ncn(Cc2ccccc2)c1C(=O)NCc1ccccc1	7	-4	1	19	-6	0.0	6	-4
CC(C)CC#Cc1ccc2c(c1)O[C@@H](CN(C)Cc1ccncc1)[C@@H](C)CN([C@H](C)CO)S2(=O)=O	19	0	0	0.5	19	0.3	-11	-4
CCc1cc(=O)oc2c(C)c(OCC(=O)NCCCn3ccnc3)ccc12	8	-1	1	·	-11	0.2	-18	0
C/C=C/c1ccc([C@@H]2[C@@H](CNC(=O)CC3CC3)N(C(C)=O)[C@H]2CO)cc1	·	·	·	0.0	·	0.3	-3	-4
CCOC(=O)C1CCCN(C(=O)c2cc(C)n(C(C)(C)C)n2)CC1 (configuration not stated)	-2	-3	-6	-0.1	0	0.0	5	-3
Cc1cc(OCCCC(=O)NNC(=O)c2ccncc2)ccc1Cl	-4	1	4	0.1	-9	-0.1	7	-10
CCN(c1ccccc1)S(=O)(=O)c1cc(C(=O)NCc2ccco2)ccc1C	-6	-7	0	0.3	-51	0.2	-1	4
Cc1ccccc1NC(=O)CSc1ccc(-c2ccccn2)nn1	4	2	0	0.5	-21	0.0	4	·
COc1ccc(CN(C(=O)c2oc3cc(C)ccc3c2C)C2CCS(=O)(=O)C2)cc1OC (configuration not stated)	-2	0	3	-0.2	-12	0.1	-4	8
Cn1c(O)c(N=NC(=O)CNC(=O)c2ccco2)c2ccccc21	-1	-1	3	2.7	-9	0.2	·	·

Reformatted with two lines to a compound: 2 of the compounds above.
Below each SMILES: ERp5 inh	S100A4 inh HTS	ERAP1 HTS inh	E-selectin induc	RAD52 anneal inh	XiGFP reactiv	RAD54 branch	esBAF inh
> O=C(Nc1ccc(F)cc1)NC1CCCc2ccccc21 (configuration not stated)
 : -1	-3	0	·	-13	0.3	3	·
> N#Cc1cccc(-c2ccc(C3[C@@H]4CN(Cc5cocn5)C[C@H]3N4)cc2)c1 (some centres not stated)
 : 1	-4	2	0.2	65*	0.0	·	·

Exported bar-delimited: part of the list above.
molecule | ERp5 inh | S100A4 inh HTS | ERAP1 HTS inh | E-selectin induc | RAD52 anneal inh | XiGFP reactiv | RAD54 branch | esBAF inh
O=C(NCc1ccccc1)c1ncn(Cc2ccccc2)c1C(=O)NCc1ccccc1 | 7 | -4 | 1 | 19 | -6 | 0.0 | 6 | -4
CC(C)CC#Cc1ccc2c(c1)O[C@@H](CN(C)Cc1ccncc1)[C@@H](C)CN([C@H](C)CO)S2(=O)=O | 19 | 0 | 0 | 0.5 | 19 | 0.3 | -11 | -4
CCc1cc(=O)oc2c(C)c(OCC(=O)NCCCn3ccnc3)ccc12 | 8 | -1 | 1 | · | -11 | 0.2 | -18 | 0
C/C=C/c1ccc([C@@H]2[C@@H](CNC(=O)CC3CC3)N(C(C)=O)[C@H]2CO)cc1 | · | · | · | 0.0 | · | 0.3 | -3 | -4
CCOC(=O)C1CCCN(C(=O)c2cc(C)n(C(C)(C)C)n2)CC1 (configuration not stated) | -2 | -3 | -6 | -0.1 | 0 | 0.0 | 5 | -3
Cc1cc(OCCCC(=O)NNC(=O)c2ccncc2)ccc1Cl | -4 | 1 | 4 | 0.1 | -9 | -0.1 | 7 | -10
CCN(c1ccccc1)S(=O)(=O)c1cc(C(=O)NCc2ccco2)ccc1C | -6 | -7 | 0 | 0.3 | -51 | 0.2 | -1 | 4
Cc1ccccc1NC(=O)CSc1ccc(-c2ccccn2)nn1 | 4 | 2 | 0 | 0.5 | -21 | 0.0 | 4 | ·
COc1ccc(CN(C(=O)c2oc3cc(C)ccc3c2C)C2CCS(=O)(=O)C2)cc1OC (configuration not stated) | -2 | 0 | 3 | -0.2 | -12 | 0.1 | -4 | 8
Cn1c(O)c(N=NC(=O)CNC(=O)c2ccco2)c2ccccc21 | -1 | -1 | 3 | 2.7 | -9 | 0.2 | · | ·

Continued:
SMILES	ERp5 inh	S100A4 inh HTS	ERAP1 HTS inh	E-selectin induc	RAD52 anneal inh	XiGFP reactiv	RAD54 branch	esBAF inh
O=C(CSCc1ccc(Cl)cc1)Nc1ccc(Br)cc1C(=O)O	4	-2	3	0.2	-15	0.4	5	3
CCOC(=O)N1CCN(C2=C(NS(=O)(=O)c3ccc(C)cc3)C(=O)c3ccccc3C2=O)CC1	-9	-6	2	·	-25	0.0	3	1
CCOc1ccccc1NC(=O)c1ccc2c(c1)C(=O)N(CC(C)C)C2=O	2	0	3	1.8	-7	0.0	3	-5
O=C(NCc1ccccc1)C1C(=O)Nc2ccccc2C(=O)N1c1ccc2c(c1)OCCO2 (configuration not stated)	-4	-3	·	2.0	-17	0.0	·	·
CC(CNS(=O)(=O)c1ccccc1)Sc1nncn1C (configuration not stated)	3	-7	·	1.1	-8	0.0	-6	·
Nc1nc(Nc2ccccc2F)nc(NCc2ccccc2)c1[N+](=O)[O-]	-5	2	·	0.3	-42	0.1	16	3
COc1cc(C(=O)NNC2=NC(C)(C)Cc3cc(C)c(C)cc32)cc(OC)c1OC	-3	3	18	·	-18	0.0	·	·
COc1ccc(NC(=O)Nc2cccc3c2O[C@@H](CN(C)Cc2ccncc2)[C@H](C)CN([C@H](C)CO)C3=O)cc1	-1	3	1	·	9	-0.2	8	10
CC1(C)O[C@@H]2[C@H](O1)[C@@H](COS(=O)(=O)O)O[C@H]2n1c(=S)[nH]c2c(=O)[nH]c(N)nc21	2	-5	·	0.3	-5	0.1	-9	0
C[C@@H]1CCn2cc(nn2)COC[C@@H](Cc2ccccc2)NC1=O	1	0	3	0.3	16	0.3	·	·
O=C1[C@H]2[C@@H](c3ccccc3)N[C@]3(CCCN(Cc4ccco4)C3=O)[C@H]2C(=O)N1Cc1ccccc1	-1	-1	·	1.9	-14	0.3	-34	5
COc1ccccc1CN(C)C(=O)c1cccc(S(=O)(=O)N2CCc3ccccc3C2)c1	-20	-1	1	·	-7	0.1	7	10
CCCNC(=O)N[C@H]1C=C[C@H](CC(=O)N2CCN(C)CC2)O[C@@H]1CO	-2	7	3	0.4	-3	0.0	-7	1
CCOC(=O)C1CCCCN1C(=O)CCn1nnnc1CN1CCOCC1 (configuration not stated)	14	-1	0	-0.9	-13	0.2	-12	-1
COc1cc(/C=N/Nc2ccc(Cl)c(C(=O)O)c2)ccc1OC(=O)c1cccs1	2	-2	27	3.5	-9	0.4	-1	14
CN(/N=C/c1ccc2c(c1)OCO2)c1ccccc1	·	·	·	0.0	·	0.1	0	51*
CO/N=C/c1c(C(=O)OC)nn(-c2ccccc2)c1Cl	-80	0	14	1.5	-4	0.2	·	·
O=C1c2ccccc2C(Nc2ccc(S(=O)(=O)N3CCCCCC3)cc2)N1c1ccccn1 (configuration not stated)	1	4	6	-1.1	-20	0.0	-3	-3
Cc1ccccc1S(=O)(=O)N1CC[C@@H]2[C@@H](CO)Nc3ccc(-c4ccccc4F)cc3[C@@H]21	2	4	-1	-0.8	-2	0.3	-7	-8
CCCC(=O)Nc1ccc2c(c1)C(=O)N(C)[C@H]1CC[C@H](CC(=O)NCCc3ccccc3)O[C@@H]1CO2	2	-3	0	0.2	-5	0.2	9	-2
CC1=NN(C(=O)c2nn(C)cc2Br)C(O)(C(F)(F)F)C1 (configuration not stated)	3	0	3	2.0	-16	0.2	·	·
C=CCOc1c(Br)cc(/C=C(\C#N)C(N)=O)cc1OC	9	-1	·	-0.1	-14	·	1	·
Cc1c(C(=O)N(Cc2cccc(Br)c2)C2CCS(=O)(=O)C2)oc2ccccc12 (configuration not stated)	0	5	3	·	-4	0.0	11	-2
C[C@H]1CN([C@@H](C)CO)C(=O)c2cc(-c3ccccc3)cnc2O[C@H]1CN(C)C(=O)Cc1ccccc1	7	-31	2	0.2	-7	-0.8	5	2
O=C(NCc1csc(-c2cccs2)n1)Nc1ccc(F)cc1F	3	-1	-2	·	-4	0.0	·	·
O=C(O)[C@H]1[C@H](CO)[C@H]2Cn3c(ccc(-c4ccccc4)c3=O)[C@H]2N1Cc1ccccc1F	4	-2	5	0.2	0	0.0	3	-1
C[C@@H]1CN([C@H](C)CO)S(=O)(=O)c2ccc(C#Cc3ccccn3)cc2O[C@@H]1CN(C)Cc1ccc(F)cc1	-2	25	2	-0.1	-49	-0.9	-7	5
Cc1cc(Nc2c(C)cccc2C)n2nc(C)nc2n1	5	-3	·	1.0	-11	0.4	-6	-1
CCOc1cccc(C(=O)NC(=S)Nc2cccc(C)c2)c1	6	-4	3	·	16	0.0	·	42*
Cc1noc(C)c1NC(=O)Nc1ccc2c(c1)C(=O)N([C@@H](C)CO)C[C@@H](C)[C@@H](CN(C)S(=O)(=O)c1cccs1)OCCCC[C@H](C)O2	-6	-6	0	0.5	-34	0.1	2	1
